Bioassay records as filed in PubChem.
Hsp70 displacement: Hsp70 inhibitors, probe displacement, primary screen, biochemical, fluorescence polarization (AID 583) | Hsp70 fluorescence polarization probe displacement, mP; higher % means a stronger effect | displacement, % at 20 µM, or IC50 in µM where a hit was titrated | 140,000 tested, 0.06% active; in the data active means displacement above about 50%;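 further: plate controls were vehicle for no effect and reference ligand for full effect; a part of the inactive calls stands beside numbers as strong as those of hits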
Rat MKP-3 inhibitors: inhibition of rat DUSP6 enzyme activity – biochemical, in vitro, primary screen (AID 425); inhibition, % at 20 µM; hits with a dose series show IC50 in µM; recombinant MKP-3 phosphatase activity, fluorescence; higher % means a stronger effect; 110,000 tested, 0.17% active; in the data active means inhibition above about 50%;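 further: plate controls were vehicle for no effect and reference inhibitor for full effect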
Numbers without * were called inactive; nt = not tested or not shown; & = joins results of further samples. Only part of the results is shown; count on the stated rates, not on these rows.

Hsp70 displacement,Rat MKP-3 inhibitors,SMILES
2.4%&2.2%,-14%&0%,CCOc1ccccc1N1CCN(C(=O)c2ccncc2)CC1
-0.5%,-17%,O=c1cc(-c2ccccc2)[nH]n1-c1nc2ccccc2s1
-0.8%,3%,CCc1c(C)sc(NC(=O)c2c(-c3ccccc3Cl)noc2C)c1C(N)=O
2.3%,-2%,O=C(CC1(O)C(=O)Nc2ccccc21)c1ccccc1 (configuration not stated)
1.5%,-1%,O=C(O)CSc1nnc(-c2ccccc2O)n1Cc1ccccc1
-4.5%,-20%,O=C(Nc1ccccc1-c1ccccc1)c1cnccn1
-1.0%,nt,O=C(Nc1cccc2ccccc12)C1CCN(C(=O)NCc2ccccc2)CC1
-6.6%,3%,CCOC(=O)c1ccc(NC(=O)CCNC(=O)c2ccccc2NC(=O)c2ccc(OC)cc2)cc1
45%,4%,O=C(c1ccco1)N1CCN=C1SCc1ccccc1F
0.2%,2%,C/C(=N\N1CCN(Cc2ccccc2)CC1)c1ccco1
4.4%,0%,Cc1ccc2c(nc3s/c(=C/c4cc5c(cc4Br)OCO5)c(=O)n32)c1C
1.9%,1%,O=C(Nc1cccc(C(F)(F)F)c1)c1cccc(N2C(=O)c3ccccc3C2=O)c1
5.5%&-1.5%,7%&1%,Cc1onc(-c2ccccc2Cl)c1C(=O)N1CCCc2ccccc21
-3.1%,-13%,O=C(CSc1nc2ccccc2s1)NC(=O)NCc1ccco1
-5.5%,0%,COc1ccc(OC)c(N(CC(=O)N2CCc3ccccc3C2)S(=O)(=O)c2ccccc2)c1
-9.7%,-9%,O=C(COc1cccc2ccccc12)N1CCN(c2ccccn2)CC1
0.5%,0%,Cc1ccc2c(c1)c1ncnc(N3CCOCC3)c1n2C
-2.3%,3%,O=C(Nc1ccc(Cl)cc1C(=O)NCC1CCCO1)c1ccco1 (configuration not stated)
-0.7%,-9%,CCOC(=O)CSc1nnnn1-c1cc(OC)ccc1OC
0.9%,nt,O=C(COn1nnc2ccc(Cl)cc21)NC12CC3CC(CC(C3)C1)C2
4.8%,-10%,Cc1nc2cc(Cl)c(Cl)cc2nc1C
-2.1%,nt,O=C(O)c1cccc(Cn2c(Cl)c(/C=N/NC(=O)c3ccccc3)sc2=O)c1
5.7%,4%,CCOc1cc(/C=N/n2cnnc2)ccc1OCCOc1ccc(C(C)CC)cc1 (configuration not stated)
8.1%,nt,CC1CCCC2(C1)NC(=S)N(c1ccccc1)N2 (configuration not stated)
-1.5%,4%,Cc1ccc([N+](=O)[O-])cc1NC(=O)C12CC3CC(CC(C3)C1)C2
-3.7%,0%,Cc1c(C(=O)NCCc2ccccc2)cccc1[N+](=O)[O-]
-0.2%,-5%,CCn1c(=O)c(C2=NS(=O)(=O)c3ccccc3N2)c(O)c2ccccc21
-3.8%,nt,COc1ccc(Cl)cc1C(=O)OCC(=O)NC(=O)c1cccn1C
-1.1%,0%,Cc1ccc2c(CC(=O)N3CCN(S(=O)(=O)c4ccc5c(c4)OCCO5)CC3)coc2c1
3.7%,3%,CCC(=O)N1CCCc2cc(S(=O)(=O)N3CCN(C4CCCCC4)CC3)ccc21

Shown with each value named: part of the list above
Structure: CCOC(=O)CSc1nnnn1-c1cc(OC)ccc1OC
  Hsp70 displacement = -0.7%	Rat MKP-3 inhibitors = -9%
Structure: O=C(COn1nnc2ccc(Cl)cc21)NC12CC3CC(CC(C3)C1)C2
  Hsp70 displacement = 0.9%	Rat MKP-3 inhibitors = nt
Structure: Cc1nc2cc(Cl)c(Cl)cc2nc1C
  Hsp70 displacement = 4.8%	Rat MKP-3 inhibitors = -10%
Structure: O=C(O)c1cccc(Cn2c(Cl)c(/C=N/NC(=O)c3ccccc3)sc2=O)c1
  Hsp70 displacement = -2.1%	Rat MKP-3 inhibitors = nt

The results go on:
Hsp70 displacement,Rat MKP-3 inhibitors,SMILES
1.2%,nt,COC(=O)c1ccc2ccn(CC(=O)NC3CCCCC3)c2c1
-4.5%,2%,COc1ccc(C(CC(=O)O)CC(=O)O)cc1OC
-6.6%,-13%,CN(C)S(=O)(=O)c1cccc(C(=O)OCC(=O)Nc2sccc2C(N)=O)c1
2.2%,-5%,COc1cccc(CN(C)C(=O)c2ccc(S(=O)(=O)N3CCCC3)cc2)c1OC
2.1%,2%,COc1ccccc1CNC(=O)COc1ccc2ccccc2c1
-1.9%,1%,CCC(Oc1ccccc1)C(=O)Nc1sc(C)c(C)c1C#N (configuration not stated)
0.4%,nt,O=C(Nc1ccc(Cl)c(Cl)c1)N1CC=C(c2ccccc2)CC1
1.6%,-5%,O=C(O)c1cc2c(s1)-c1ccccc1OC2
2.7%,0%,COCc1cc(C)nc(NNC(=S)Nc2ccccc2)c1C#N
-9.2%,9%,O=c1c2c(nc3cc(-c4ccc(I)cc4)[nH]n13)CCS2
0.7%,-10%,Cc1ccc(Cn2nnc3c(=O)n(CC(=O)c4ccccc4)cnc32)cc1
-0.7%,-3%,COc1ccc(N2C3=[N+](CC2(C)O)c2ccccc2CC3)cc1 (configuration not stated)
-0.2%,2%,O=C(NCc1ccccc1)c1ccc(Cl)c(S(=O)(=O)N2CCCCC2)c1
1.8%,-2%,C[N+]1=C2CCCCCN2C(O)(c2ccccc2)C1 (configuration not stated)
-3.1%&1.5%,-7%&2%,COc1ccc(C2CC(C(F)(F)F)n3nc(C(N)=O)c(Cl)c3N2)cc1OC (configuration not stated)
4.8%,-2%,Cc1c(F)cccc1NS(=O)(=O)c1ccccc1C#N
-2.7%,nt,COc1ccc(C)cc1S(=O)(=O)N1c2ccccc2CC1C (configuration not stated)
-2.4%,-3%,COC(=O)CSc1nc(N)c(C#N)c(C(C)C)c1C#N
7.2%,1%,COc1cccc(/C=C(\C#N)c2nc3ccc(C)cc3[nH]2)c1OCC(=O)O
0.2%,2%,COc1ccc(CCNC(=O)CSc2nnc(-c3ccc(F)cc3)o2)cc1OC
0.5%,nt,COc1ccc(CCN2C(=O)CC(N3CCOCC3)C2=O)cc1OC (configuration not stated)
2.9%,3%,Cc1ccc(N2C(=O)/C(=C/c3ccc(Oc4ccc([N+](=O)[O-])cn4)cc3)C(=O)NC2=S)c(C)c1
0.4%,0%,Cn1c(C(=O)N2CCN(c3ccccn3)CC2)cc2c(=O)n(C)c3ccccc3c21
1.0%,0%,COc1ccc(/C=C(\NC(=O)c2ccccc2Br)C(=O)O)cc1
9.5%,-1%,Cc1cccc(C(=O)O/N=C(\N)c2ccc(Cl)cc2)c1
-1.4%,2%,CNC(=O)C(=O)Nc1ccc(Oc2ccccc2)cc1
2.3%,0%,Cc1ccc2nc(N3CCN(C)CC3)c(C#N)cc2c1
3.1%,-1%,CC(=O)Nc1ccc(C(=O)CSc2nnc3scc(-c4ccccc4)n23)cc1
0.6%,1%,Cc1cccc(N2C(=O)CC(n3c(C)nc4ccccc43)C2=O)c1 (configuration not stated)
3.9%,-6%,CC1CCCCC1NC(=O)C1CCN(S(=O)(=O)c2ccc3c(c2)CCC(=O)N3)CC1 (configuration not stated)

Reformatted as labelled records: 3 of the compounds above.
Cc1ccc([N+](=O)[O-])cc1NC(=O)C12CC3CC(CC(C3)C1)C2
  Hsp70 displacement: -1.5%
  Rat MKP-3 inhibitors: 4%
COc1ccc(C2CC(C(F)(F)F)n3nc(C(N)=O)c(Cl)c3N2)cc1OC (configuration not stated)
  Hsp70 displacement: -3.1%&1.5%
  Rat MKP-3 inhibitors: -7%&2%
CCn1c(=O)c(C2=NS(=O)(=O)c3ccccc3N2)c(O)c2ccccc21
  Hsp70 displacement: -0.2%
  Rat MKP-3 inhibitors: -5%

The results go on.
Hsp70 displacement,Rat MKP-3 inhibitors,SMILES
13%,-4%,CCOC(=O)C(NC(C)=O)C(OC(C)=O)c1cccc(N(CCO)CCO)c1 (configuration not stated)
4.2%,6%,O=C1NC(=O)/C(=C\c2cc(Br)ccc2OCc2ccc(F)cc2)S1
1.2%,-6%,C/C(=N/NC(=O)c1sc2cc(F)ccc2c1Cl)c1cccs1
-2.8%,2%,CCn1c2ccccc2c2cc(NC(=O)Cc3cccs3)ccc21
-3.6%,8%,CC(C)OC(=O)CSc1nnc(-c2cnccn2)n1C
-0.2%,1%,CCCSc1nnc2c(n1)[nH]c1c(C)cccc12
-0.5%,-2%,S=c1oc(-c2ccccc2Cl)nn1CNc1ccccc1Cl
0.8%,nt,FC(F)(F)c1nnc2ccc(N3CCN(c4ccccc4)CC3)nn12
-7.3%,-11%,O=C(Nc1ccc(S(=O)(=O)NCc2ccccc2)cc1)Nc1ccc2c(c1)OCO2
0.2%,nt,Cc1nc(Oc2ccc(Cl)cc2)c2oc3ccccc3c2n1
4.6%,0%,Oc1c(C(c2ccco2)N2CCOCC2)sc2ncnn12 (configuration not stated)
-0.6%,-4%,Cn1c(=O)c2c(-c3ccccc3)n3c4ccccc4ncc3c2n(C)c1=O
1.0%,-14%,CCC1SC2=NC(C)=C(C(=O)OC)C(c3ccc(C)cc3)N2C1=O (configuration not stated)
2.1%,-6%,Cc1oc2ccc(OC(=O)N3CCOCC3)cc2c1C(=O)OC(C)C
9.5%,-2%,O=C(NCc1ccco1)c1cnc2n(c1=O)CCS2
-2.3%,-3%,COC(=O)CC1C(=O)NCCN1C(=O)CSc1nnc(Nc2ccc(OC)cc2)s1 (configuration not stated)
0.4%,2%,O=C(CSc1nc2ccccc2[nH]1)c1ccc2c(c1)Cc1ccccc1-2
-3.8%,nt,CC(=O)Nc1cc(C(C)(C)C)c(O)c(C(C)(C)C)c1
-2.5%,6%,Cc1ccc(S(=O)(=O)Oc2ccc(/C=C3\SC(N)=NC3=O)cc2Br)cc1
1.2%,nt,COC(=O)C1=C(N)c2c(F)cccc2C1(C#N)c1ccccc1 (configuration not stated)
-1.3%,2%,O=c1[nH]c2cc3c(cc2cc1CN(Cc1nnnn1CC1CCCO1)C1CCCCC1)OCO3 (configuration not stated)
-3.1%,-5%,COc1cccc(-c2nnc(SCc3ccc(C#N)cc3)n2Cc2ccco2)c1
20%,0%,COc1ccc(/C=N/n2cc(-c3ccc(OC)cc3)nc2N)cc1
-0.3%,-15%,O=C(Nc1nc2c(s1)CCCC2)c1ccc2ncsc2c1
-0.2%,4%,O=C(Cn1nnc(-c2ccccc2)n1)Nc1ccccc1[N+](=O)[O-]
0.3%,-2%,CC1(C)CC2(CC(C)(C)NC(=O)N2)NC(=O)N1
nt,-7%,C=CCn1c(SCC(=O)NC2CCCCC2)nnc1-c1ccc(OC)cc1
5.2%,8%,COc1ccc(-n2c(=O)c3c4c(sc3n3c(=S)[nH]nc23)COC(C)(C)C4)cc1
2.3%,-4%,Fc1ccc(CSc2nncn2NCc2ccc3c(c2)OCO3)cc1
1.1%,5%,CCN(CC)CCCN(Cc1cc2cc3c(cc2[nH]c1=O)OCO3)C(=O)Nc1ccccc1OC
-0.7%,nt,CN(C)CCNc1ncnc2c1sc1nc(N3CCOCC3)c3c(c12)CC(C)(C)SC3
2.0%,nt,CN(C)S(=O)(=O)c1ccc2c(c1)nc1n2CCC1
1.1%,-6%,Cc1ccc(S(=O)(=O)N2CCN(C(=O)N3CCOCC3)C2C)cc1 (configuration not stated)
6.9%,-1%,Cc1cc(C)n(/N=C/c2c[nH]c3ccccc23)c(=O)c1
0.8%,2%,CC1=C(C(=O)Nc2cc(Cl)ccc2C)C(c2ccc(Br)cc2)NC(=O)N1 (configuration not stated)
2.3%,-6%,COc1cc(C2C(C(C)=O)=C(O)C(=O)N2CCc2c[nH]c3ccccc23)ccc1O (configuration not stated)
4.2%,-8%,COc1ccc(OC)c(NC(=O)Cn2cc(C#N)c3ccccc32)c1
6.7%,-4%,Cc1noc(C)c1S(=O)(=O)Nc1ccc(C(=O)NC2CCCCC2C)cc1 (configuration not stated)
5.4%,1%,COc1ccccc1C1C2C(=O)N(c3ccccc3)C(=O)C2ON1c1ccccc1 (configuration not stated)
-1.1%,4%,CCCn1nnnc1NC(=O)CSc1ccc(Cl)cc1
3.0%,nt,CC(Oc1ccc(Cl)cc1Cl)c1nc(-c2ccc(NC(=O)c3ccccn3)cc2)no1 (configuration not stated)
-0.7%,nt,OC1(c2ccc(OC(F)F)cc2)CSC(=Nc2cccnc2)N1C1CC1 (configuration not stated)
5.4%,8%,Fc1ccc(-c2ccc(-c3nn4c(-c5ccco5)nnc4s3)o2)cc1
2.8%,8%,O=C(NN=C(/C=C/c1ccccc1)/C=C/c1ccccc1)c1ccc(O)cc1O
-0.4%,0%,CCOc1c(C)cc2[nH]c(=S)[nH]c2c1C
-2.7%,-2%,COc1ccc(Cl)cc1NC(=O)CN1C(=O)c2ccccc2C1=O
3.4%,-4%,Cc1ccc(NC(=O)CCNS(=O)(=O)c2cccc3nonc23)cc1
3.3%,3%,COc1ccc(N2C(=O)CC(Nc3ccc(N4CCCCC4)cc3)C2=O)cc1 (configuration not stated)
-1.3%,nt,CCC(CC)c1nnc(NC(=O)c2ccc(N3CCCC3=O)cc2)s1
-0.1%,0%,CCOC(=O)c1oc2ccccc2c1NC(=O)c1cccc(OC)c1
0.9%,2%,CCN(CC)c1ccc(/C=N/NC(=O)CSc2nc3ccccc3[nH]2)c(O)c1
3.7%,-13%,C=CCn1c(-c2cccs2)nc2ccccc21
4.9%,12%,Cn1cc(/C=C/c2nc3ccccc3c(=O)n2-c2ccc([N+](=O)[O-])cc2)c2ccccc21

Complete entries as entered above.
`Cc1ccc(NC(=O)CCNS(=O)(=O)c2cccc3nonc23)cc1` as listed: Hsp70 displacement = 3.4%; Rat MKP-3 inhibitors = -4%
`COc1ccc(N2C(=O)CC(Nc3ccc(N4CCCCC4)cc3)C2=O)cc1` (configuration not stated) as listed: Hsp70 displacement = 3.3%; Rat MKP-3 inhibitors = 3%
